# Sm TGR block: blocks Schistosoma mansoni thioredoxin glutathione reductase | Q962Y6 | purified TGR, DTNB reduction, TNB absorbance 405 nm | Potency, µM (titrated, usually from 114 µM), for the others: top-dose activity change, negative = inhibition, actives largely listed as inhibitors | 360,000 compounds, 3% hits | AID 485364; note: potency is the fitted concentration of half-maximal effect; nearly all actives have a fitted effect of over 60% in size
#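 First, TGR (20 nM dispensed) and NADPH were mixed with compound. Second, a 15 min room-temperature incubation followed. Third, further NADPH and then DTNB were added to start the reaction. Finally, TNB absorbance was monitored kinetically.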
# AmpC inh no detg: AmpC beta-lactamase inhibition without detergent; P00811; AmpC nitrocefin hydrolysis, absorbance 480 nm, 0.0001% Triton; Potency, µM (titrated, usually from 57.1 µM), inactives show at the highest dose activity change, negative = inhibition, most hits filed as inhibitors; 330,000 compounds, 0.52% hits;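 note: potency is the fitted concentration of half-maximal effect; plate controls were no compound for no effect and no enzyme for full effect; nearly all actives have a fitted effect of over 20% in size; some results filed as inactive show a strong effect at the top dose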
# Target sequence (P00811 whole entry, looked up): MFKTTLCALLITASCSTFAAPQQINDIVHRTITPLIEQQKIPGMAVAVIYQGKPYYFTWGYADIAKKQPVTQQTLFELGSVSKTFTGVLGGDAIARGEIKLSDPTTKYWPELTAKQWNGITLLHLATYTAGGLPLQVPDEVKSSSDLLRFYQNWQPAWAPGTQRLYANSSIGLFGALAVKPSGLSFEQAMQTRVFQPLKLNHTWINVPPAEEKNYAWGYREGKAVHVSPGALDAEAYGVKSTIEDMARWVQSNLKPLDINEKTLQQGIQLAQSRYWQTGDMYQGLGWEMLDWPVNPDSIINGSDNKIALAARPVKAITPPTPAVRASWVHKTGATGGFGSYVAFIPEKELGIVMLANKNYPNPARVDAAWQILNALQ
#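 20 mM phosphate pH 7.0 + 0.01% (detergent screen) or 0.0001% Triton X-100; 5.3 nM AmpC reagent; cpd preinc 15 min RT; nitrocefin (800 uM stock) to start; A480 q20 s × 4 min; Activity was normalised to no-enzyme and no-compound control wells.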
# LmPK inh: blocks Leishmania mexicana pyruvate kinase activity; Q27686; purified LmPK, Kinase-Glo ATP luminescence, 1 h; Potency, µM (highest dose often 57.5 µM), inactives show at the top dose activity change, negative = inhibition, most hits filed as inhibitors; 290,000 compounds, 0.37% hits; note: potency is the fitted concentration of half-maximal effect
# Target sequence (Q27686 whole entry, looked up): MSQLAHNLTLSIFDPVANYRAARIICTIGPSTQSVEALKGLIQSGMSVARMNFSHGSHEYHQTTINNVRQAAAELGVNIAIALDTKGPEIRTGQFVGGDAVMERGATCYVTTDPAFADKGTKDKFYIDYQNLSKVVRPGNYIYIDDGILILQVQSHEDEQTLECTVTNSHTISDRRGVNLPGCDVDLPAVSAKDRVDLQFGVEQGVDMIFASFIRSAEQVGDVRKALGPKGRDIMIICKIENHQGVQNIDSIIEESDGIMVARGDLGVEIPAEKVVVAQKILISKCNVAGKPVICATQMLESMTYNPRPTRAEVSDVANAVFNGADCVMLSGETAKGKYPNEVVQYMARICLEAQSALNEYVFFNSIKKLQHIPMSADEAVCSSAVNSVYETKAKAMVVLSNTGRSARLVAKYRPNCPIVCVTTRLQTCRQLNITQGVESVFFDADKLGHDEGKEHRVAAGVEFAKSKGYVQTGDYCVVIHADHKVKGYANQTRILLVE
#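 Purified LmPK (0.1 nM) with 0.5 mM PEP and 0.1 mM ADP in imidazole buffer pH 7.2 with MgCl2/KCl, 1 h at room temperature. ATP formed was read by luciferase luminescence and normalized to no-enzyme and uninhibited controls.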
# HCMV antiviral: inhibitors of human cytomegalovirus; HFF cells, HCMV-luciferase reporter, 72 h; stronger effect = lower value; activity change, negative = inhibition, % at 57.5 µM; 410,000 compounds, 4.5% hits; in the data active = activity change below about -60%; inconclusive = no clear call, values can overlap the other calls; inactive = above about -39%
#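 Human foreskin fibroblasts infected with luciferase-reporter HCMV at MOI 1 PFU/cell, compounds at two doses. Luciferase measured 72 h post infection; normalized to buffer-only basal and Salinomycin (10uM) controls.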
# TbPYK inhibitor: inhibitors of Trypanosoma brucei pyruvate kinase; 410,000 compounds, 0.12% hits; Potency, µM (titrated, usually from 76.8 µM), inactives show at the highest dose activity, negative = inhibition, usual class: inhibitors; TbPYK enzyme, Kinase-Glo Plus ATP luminescence, 45 min; note: potency is the fitted concentration of half-maximal effect; nearly all actives have a fitted effect of over 50% in size
#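 Activity of T. brucei pyruvate kinase was followed by Kinase-Glo Plus luminescence after the enzyme reacted 45 min at room temperature with 130 uM ADP (final) and substrate. Test compounds were added before ADP at multiple concentrations.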
# AmpC detergent: AmpC beta-lactamase inhibition with detergent present | P00811 | AmpC hydrolysis of nitrocefin, absorbance 480 nm, 0.01% Triton | Potency, µM (highest dose often 114 µM), for inactives: top-dose activity change, negative = inhibition, hits mostly inhibitors | 370,000 compounds, 0.041% hits | AID 485294;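 note: potency is the fitted concentration of half-maximal effect; 0% = no-compound wells and -100% = no-enzyme wells; nearly all actives have a fitted effect of over 25% in size; some results filed as inactive show a strong effect at the top dose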
#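 20 mM phosphate pH 7.0 + 0.01% (detergent screen) or 0.0001% Triton X-100; 5.3 nM AmpC reagent; cpd preinc 15 min RT; nitrocefin (800 uM stock) to start; A480 q20 s × 4 min; Activity was normalised to no-enzyme and no-compound control wells.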
# AMA1-RON2 inh: inhibitors of Plasmodium falciparum AMA1-RON2 interaction. AlphaScreen AMA1-biotinylated RON2 peptide binding. Potency, µM (top dose mostly 58.2 µM), for inactives: top-dose activity change, negative = inhibition, hits mostly inhibitors. 360,000 compounds, 0.2% hits. AID 720542;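 note: potency is the fitted concentration of half-maximal effect; 0% = vehicle wells and -100% = peptide control; nearly all actives have a fitted effect of over 45% in size; some results filed as inactive show a strong effect at the top dose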
#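 AMA1 (3D7) with his tag at 25 nM final met compounds first, then biotinylated RON2 peptide at 25 nM; detection used donor plus acceptor beads, 10 µg/mL apiece, read by AlphaScreen after 30 min at room temperature.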
# Starred values were filed as active, the others as inactive; ? = inconclusive; · = not tested or not shown; & = joins results of further samples; ! = not confirmed by another sample; [ ] = dose if it differs, or a comment. Unless noted, calls come from the whole dose curve; as a rule, active = well fitted curve in the direction sought with a large enough effect; inconclusive = small, poorly fitted or top-dose-only effect, or another doubt; inactive = no such curve, though single readings can be large; an effect the other way counts as inactive or inconclusive. Unless noted, % is set by controls: 0 for no effect and ±100 for the full control effect. Rows are unselected; about 7.4% have a hit in one of these screens.
SMILES,Sm TGR block,AmpC inh no detg,LmPK inh,HCMV antiviral,TbPYK inhibitor,AmpC detergent,AMA1-RON2 inh
CCCS(=O)c1nc(C)cc(C)c1S(C)(=O)=O (stereo not drawn),-11%,-9%,2%,-31,-5%,1%,2%
CC1(C)CC(NC(=O)C2CCN(S(=O)(=O)c3cccc(C(F)(F)F)c3)CC2)CC(C)(C)N1,18%,35%,·,6,-3%,1%,-6%
CCOC(=O)c1ccc(NC(=O)c2c(C)[nH]c(C(=O)OCC)c2C)cc1,-13%,-17%,-4%,36,4%,-9%,-6%
COc1ccccc1NC(=O)CN(c1ccc(C(C)C)cc1)S(=O)(=O)c1c(C)noc1C,1%,·,·,-15,1%,6%,·
Clc1ccc(Cc2noc(-c3cccs3)n2)cc1,-23%,-19%,-7%,64,-3%,-9%,12%
CC(=O)Nc1nonc1NC(=O)c1ccc(F)cc1,3%,-34%,8%,9,6%,-3%,-12%
CCOC(=O)c1sc(NC(=O)/C=C/c2ccc(C(C)C)cc2)c(C(=O)OCC)c1C,1%,·,·,?,-3%,-1%,·
COc1ccccc1CNC(=O)C(=O)NCC1CCCN1S(=O)(=O)c1cc(C)ccc1C (stereo not drawn),·,·,·,15,-18%,·,-9%
COP(=O)(OC)C(Nc1ccccc1)c1ccccc1 (stereo not drawn),-3%,13%,2%,-13,-1%,5%,4%
Clc1ccccc1-c1nnc2n1-c1ccccc1SC2,4%,-8%,-5%,5,1%,6%,1%
CCOC(=O)C1CCCN(C2=NC(=O)/C(=C/c3ccc(O)c(OC)c3)S2)C1 (stereo not drawn),-6%,-12%,0%,70,-1%,2%,-7%
Cc1ccc(/C=C/C(=O)OCC(=O)NC(=O)NCc2ccccc2)cc1,-5%,-26%,·,-14,2%,0%,-6%
COc1ccc(NC(=O)c2cc(-c3ccccn3)nc3ccccc23)c(OC)c1,·,156%[activator],·,4,-3%,·,-20%
O=C(Nc1ccc(N2CCCCC2)cc1)C1CCCN1S(=O)(=O)c1ccc(F)cc1 (stereo not drawn),-13%,14%,·,-17,0%,?,-11%
Cc1ccc(-c2nc(SC(C)C(=O)NC3CC3)n[nH]2)cc1 (stereo not drawn),·,·,·,8,2%,·,-10%
COc1ccc(C(=O)COc2ccccc2C#N)cc1,12%,-19%,3%,145,3%,9%,4%
Cc1ccc(N2CC(C(=O)OCC(=O)C(C)(C)C)CC2=O)cc1 (stereo not drawn),-22%,29%,0%,-18,-13%,-12%,-3%
Cc1cccc(NC(=O)C2CCCN2C(=O)NC2CCCCC2)c1 (stereo not drawn),1%,-3%,8%,-16,-3%,2%,-4%
COCCN1C(=S)NC(c2cccc(C(F)(F)F)c2)C(C(=O)N2CCOCC2)=C1C (stereo not drawn),·,34%,2%,-9,-6%,-1%,-2%
O=C(CCCCCNC(=O)N1CCn2c1nc1ccccc12)NCCc1ccccc1,0%,136%[activator],9%,?,-11%,-8%,16%
COc1ccc(-c2noc(N3CCC(C(=O)Nc4ccc(OC)cc4OC)CC3)n2)cc1,1%,-6%,-6%,-39,0%,-7%,-4%
O=C(COc1cccc(F)c1)NNC(=O)Cc1ccc(Br)cc1,0%,-12%,·,-18,1%,-2%,139%[activator]
Cc1ccc2c(c1)-c1c(cnn1CC(=O)Nc1ccccc1C#N)CO2,3%,·,·,-28,2%,11%,·
CCOC(=O)c1c(C)[nH]c(NC(=O)Nc2c(C)n(C)n(-c3ccccc3)c2=O)c1C,-7%,0%,1%,-33,0%,3%,75%[activator]
CCc1ccccc1NC(=S)/N=C(\N)Nc1nc(C)c2cc(C)ccc2n1,-2%,-13%,2%,?,2%,?,26%
CCOC(=O)c1nn(-c2ccccc2F)c2nc(Nc3ccccc3)cc(=O)n12,-3%,8%,5%,12,6%,2%,-11%
O=C(Nc1c(C(=O)N2CCN(c3ccccc3F)CC2)oc2ccccc12)c1ccccc1F,6%,·,·,-33,-4%,20%,·
CCOc1ccccc1NC(=O)C1CCCN(C(=O)Nc2ccccc2)C1 (stereo not drawn),1%,-21%,-5%,-22,-15%,-8%,-1%
COc1ccc2c(Cl)c(C(=O)NCCc3ccc(S(N)(=O)=O)cc3)sc2c1,6%,-22%,-1%,-24,-5%,-12%,1%
CC(C)(C)OC(=O)C[C@@H]1C/C=C\C[C@H](CC(=O)NCCO)C(=O)N[C@@H](Cc2ccccc2)COC1=O,·,68%[activator],·,-18,2%,·,9%
N#C/C(=C\c1ccncc1)c1nc2ccccc2[nH]1,-17%,-31%,-11%,-8,-13%,0%,92%[activator]
CC(OC(=O)CCN=C1NS(=O)(=O)c2ccccc21)C(=O)Nc1ccc(F)cc1 (stereo not drawn),1%,-12%,·,?,-17%,?,0%
Cc1ccc(NC(=O)CNc2cccc(C)c2C)c(C)c1,-10%,-27%,-16%,-19,0%,-12%,-7%
Cc1ccc(NC(=O)CCC(=O)NNC(=S)Nc2ccc(F)cc2)c(C)c1,9%,1%,-2%,-9,-23%,2%,41%[activator]
CC(=O)NC1CC2CCCC(C1)N2 (stereo not drawn),7%[11.4 µM],-20%,12%,29,-2%,0%,1%
CCCc1nc2c(=O)[nH]c3ccccc3c2o1,14%,-18%,6%,-24,-2%,0%,0%
O=C(O)c1cnn2c1C(=O)N(Cc1cccs1)CC2,-6%,-23%,-1%,1,2%,0%,12%
COc1cc(OC)cc(C(=O)N/N=C/c2ccc(OC)c(COc3ccc(F)cc3)c2)c1,0%,-12%,1%,-33,-5%,1%,-3%
Cc1ccc(NC(=O)CSc2nnc(-c3ccco3)o2)c(C)c1,·,-11%,-1%,25,2%,-10%,-7%
Cc1nnc(NC(=O)CSc2nnc(Cc3cccn3C)n2-c2ccccc2)s1,-26%,24%,4%,15,-7%,?,20%
CC1=Nc2cc(C(=O)NCCc3ccccc3)ccc2Sc2c(C)ccc(C)c21,10%,·,·,-103*,0%,6%,·
Cc1sc2ncnc(N[C@@H](CCC(=O)O)C(=O)O)c2c1C,3%,-15%,-3%,2,-9%,?,-11%
CCOC(=O)N1CCN(C2CCCN(C(=O)c3ccccc3C(F)(F)F)C2)CC1 (stereo not drawn),?,125%[activator],6%,35,1%,0%,-3%
CCOc1ccc(CNC(=O)C2CCCN(c3nnc(C)c4c(C)n(-c5ccccc5)nc34)C2)cc1 (stereo not drawn),-2%&33%,81%[activator],-2%,-68*!,-8%&-7%,-5%&16%,-6%
COc1ccc(N2CCN(C(=O)Cc3ncc(C(F)(F)F)cc3Cl)CC2)cc1,-2%,37%,-2%,-28,2%,-5%,-8%
CCOC(=O)c1c(NC(=O)c2cc(-c3cccc(O)c3)on2)sc(C(C)=O)c1C,-17%,-21%,-2%,-26,-8%,?,9%
Cc1ccc(C(=O)Nc2cccnc2)cc1S(=O)(=O)N1CCOCC1,-4%,-11%,7%,14,4%,3%,3%
Cc1cc(NC2CCCC2)n2ncc(-c3ccccc3)c2n1,-1%,-21%,-1%,-90*,-3%,2%,33%[activator]
Cc1ccc(S(=O)(=O)NNC(=S)NC(=O)c2ccc([N+](=O)[O-])cc2)cc1,7.9µM*,-27%,0%,-19,-1%,-16%,13%
Cc1ccc(C)c(Cn2c(=O)n(Cc3ccccc3)c(=O)c3c(C)c(C)sc32)c1,1%,·,·,-1,-5%,17%,·
COc1ccc(-c2csc(Nc3ccccc3)[n+]2CC(O)c2ccc([N+](=O)[O-])cc2)cc1 (stereo not drawn),-2%,-57%,4%,8,-14%,0%,?
COc1ccc(NS(=O)(=O)c2ccc3c(c2)oc(=O)n3C)cc1Cl,9%&-1%,-28%,0%,-39&-37,-2%&1%,-2%&0%,0%
O=C(CSc1nnc(CN2CCCCCC2=O)n1-c1ccccn1)NCC(F)(F)F,-3%,3%,0%,-15,0%,-3%,8%
CCN1CCN(CC(=O)Nc2nc3ccc(C)cc3s2)CC1,-3%,-4%,-1%,137,0%,-10%,4%
CCN(CC)CCNC(=O)c1cc([N+](=O)[O-])c(N(C)C)cc1OC,8%,-12%,5%,-24,-13%,-1%,3%
Cc1nc2c(-c3ccccc3)c(C)nn2c(C)c1CCC(=O)N1CCN(c2ccc(F)cc2)CC1,1%,·,·,10,1%,1%,·
CC(=O)c1cccc(OCc2cc(C(=O)NCCC3=CCCCC3)no2)c1,3%,-3%,-10%,30,-1%,-3%,-4%
O=C(O)c1c[nH]c2c([N+](=O)[O-])cccc2c1=O,·,·,·,?,1%,·,-19%
NC1=NC(=O)C(CC(=O)NCc2ccccc2)S1 (stereo not drawn),-2%,-15%,1%,-31,8%,?,6%
C/C(=N\NC(=O)c1c[nH]c2ccccc12)c1ccc2c(c1)OCO2,-6%,-37%,2%,4,0%,-4%,24%

# In the list so far, 2 have a tert-butyl group:
SMILES,Sm TGR block,AmpC inh no detg,LmPK inh,HCMV antiviral,TbPYK inhibitor,AmpC detergent,AMA1-RON2 inh
Cc1ccc(N2CC(C(=O)OCC(=O)C(C)(C)C)CC2=O)cc1 (stereo not drawn),-22%,29%,0%,-18,-13%,-12%,-3%
CC(C)(C)OC(=O)C[C@@H]1C/C=C\C[C@H](CC(=O)NCCO)C(=O)N[C@@H](Cc2ccccc2)COC1=O,·,68%[activator],·,-18,2%,·,9%

# (next part)
SMILES,Sm TGR block,AmpC inh no detg,LmPK inh,HCMV antiviral,TbPYK inhibitor,AmpC detergent,AMA1-RON2 inh
CN1CCC(N(C)C(=O)c2cccc(S(=O)(=O)N3CCOCC3)c2)CC1,-15%,-14%,·,0,4%,?,11%[11.6 µM]
C=Cc1ccc(Cn2c(=O)cc(C)c3c(C)nn(C)c32)cc1,7%,·,·,-9,1%,15%,·
Cc1ccc2c(C)c(C(=O)N3CCN(Cc4ccccn4)CC3)oc2c1C,-28%,131%[activator],-3%,22,-1%,9%,51%[activator]
Cc1ccc(C(=O)NN2C(=O)/C(=C/c3cccn3C)SC2=S)cc1,-9%,-18%,0%,-38,-4%,?,?
CCN1CCC(N(Cc2ccc(F)cc2)C(=O)Nc2cc(Cl)ccc2C(=O)OC)CC1,5%,·,·,-40,0%,13%,·
